# Screens (PubChem)
# AmpC detergent = AmpC beta-lactamase inhibition with detergent present. AID 485294. hit rate 0.041% among 370,000. AmpC hydrolysis of nitrocefin, absorbance 480 nm, 0.01% Triton. P00811. Potency, µM (highest dose often 114 µM), for the others: top-dose activity change, negative = inhibition, most hits filed as inhibitors;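 also: potency is read from the fitted curve at half-maximal effect; 0% = no-compound wells and -100% = no-enzyme wells; nearly all actives have a fitted effect of over 25% in size; some results filed as inactive show a strong effect at the top dose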
# Target sequence (P00811 whole entry, looked up): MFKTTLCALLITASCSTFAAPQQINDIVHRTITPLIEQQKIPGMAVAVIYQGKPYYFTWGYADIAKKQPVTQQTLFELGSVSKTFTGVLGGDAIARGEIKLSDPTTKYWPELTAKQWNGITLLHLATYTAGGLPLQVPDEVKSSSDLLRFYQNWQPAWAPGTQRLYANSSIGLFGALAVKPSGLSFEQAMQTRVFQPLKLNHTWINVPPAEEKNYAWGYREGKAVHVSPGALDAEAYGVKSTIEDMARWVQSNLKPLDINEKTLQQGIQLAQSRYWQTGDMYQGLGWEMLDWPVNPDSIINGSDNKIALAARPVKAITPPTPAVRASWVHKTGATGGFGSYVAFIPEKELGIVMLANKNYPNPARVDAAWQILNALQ
#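 20 mM phosphate pH 7.0 + 0.01% (detergent screen) or 0.0001% Triton X-100; 5.3 nM AmpC reagent; cpd preinc 15 min RT; nitrocefin (800 uM stock) to start; A480 q20 s × 4 min; Activity was normalised to no-enzyme and no-compound control wells.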
# LmPK inh = blocks Leishmania mexicana pyruvate kinase activity | Q27686 | purified LmPK, Kinase-Glo ATP luminescence, 1 h | Potency, µM (top dose mostly 57.5 µM), inactives show top-dose activity change, negative = inhibition, usual class: inhibitors | hit rate 0.37% among 290,000 | AID 1721; also: potency is read from the fitted curve at half-maximal effect
# Target sequence (Q27686 whole entry, looked up): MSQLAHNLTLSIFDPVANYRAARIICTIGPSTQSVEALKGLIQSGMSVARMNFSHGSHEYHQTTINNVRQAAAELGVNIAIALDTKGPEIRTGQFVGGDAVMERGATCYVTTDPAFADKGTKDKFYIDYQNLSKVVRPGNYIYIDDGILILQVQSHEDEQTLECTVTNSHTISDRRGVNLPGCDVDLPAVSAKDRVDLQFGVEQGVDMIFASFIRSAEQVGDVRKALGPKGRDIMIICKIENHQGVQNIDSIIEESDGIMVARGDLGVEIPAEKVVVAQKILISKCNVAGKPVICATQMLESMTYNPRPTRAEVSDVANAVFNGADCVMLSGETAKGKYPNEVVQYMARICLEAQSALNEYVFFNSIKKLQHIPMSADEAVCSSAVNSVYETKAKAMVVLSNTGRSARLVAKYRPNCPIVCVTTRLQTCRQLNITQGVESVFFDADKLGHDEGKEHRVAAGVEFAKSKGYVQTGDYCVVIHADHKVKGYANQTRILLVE
#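 Purified LmPK (0.1 nM) with 0.5 mM PEP and 0.1 mM ADP in imidazole buffer pH 7.2 with MgCl2/KCl, 1 h at room temperature. ATP formed was read by luciferase luminescence and normalized to no-enzyme and uninhibited controls.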
# Tb PYK inh = T. brucei pyruvate kinase inhibition; hit rate 0.12% among 410,000; Potency, µM (highest dose often 76.8 µM), for the others: top-dose activity, negative = inhibition, usual class: inhibitors; AID 624173; TbPYK enzyme, Kinase-Glo Plus ATP luminescence, 45 min; Q57TT1; also: potency is read from the fitted curve at half-maximal effect; nearly all actives have a fitted effect of over 50% in size
#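 T. brucei PYK with substrate was exposed to pin-transferred compounds across a concentration series, then started with 130 uM ADP (final). After 45 min at room temperature, Kinase-Glo Plus luminescence was read, normalized and curve-fitted.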
# Sm TGR inh = S. mansoni TGR enzyme inhibition; purified TGR, DTNB reduction, TNB absorbance 405 nm; Potency, µM (highest dose often 114 µM), inactives show at the highest dose activity change, negative = inhibition, actives largely listed as inhibitors; Q962Y6; hit rate 3% among 360,000; AID 485364; also: potency is read from the fitted curve at half-maximal effect; nearly all actives have a fitted effect of over 60% in size
#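 First, TGR (20 nM dispensed) and NADPH were mixed with compound. Second, a 15 min room-temperature incubation followed. Third, further NADPH and then DTNB were added to start the reaction. Finally, TNB absorbance was monitored kinetically.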
# HCMV inh = human cytomegalovirus inhibition; hit rate 4.5% among 410,000; HFF cells, HCMV-luciferase reporter, 72 h; hits give low values; activity change, negative = inhibition, % at 57.5 µM; AID 1259415; in the data active = activity change below about -60%; inconclusive = no clear call, values can overlap the other calls; inactive = above about -39%
#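 Compounds were evaluated in HFFs infected with an HCMV luciferase reporter virus (MOI 1 PFU/cell). Luciferase in lysates collected 72 h post infection served as the replication measure.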
# AMA1 RON2 block = AMA1-RON2 (P. falciparum) interaction inhibition; AlphaScreen AMA1-biotinylated RON2 peptide binding; Potency, µM (top dose mostly 58.2 µM), for the others: at the highest dose activity change, negative = inhibition, hits mostly inhibitors; hit rate 0.2% among 360,000; AID 720542;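 also: potency is read from the fitted curve at half-maximal effect; 0% = vehicle wells and -100% = peptide control; nearly all actives have a fitted effect of over 45% in size; some results filed as inactive show a strong effect at the top dose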
#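 AMA1 (3D7) with his tag at 25 nM final met compounds first, then biotinylated RON2 peptide at 25 nM; detection used donor plus acceptor beads, 10 µg/mL apiece, read by AlphaScreen after 30 min at room temperature.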
# AmpC inh no detg = inhibitors of E. coli AmpC beta-lactamase without detergent; P00811; AmpC nitrocefin hydrolysis, absorbance 480 nm, 0.0001% Triton; Potency, µM (titrated, usually from 57.1 µM), for inactives: at the top dose activity change, negative = inhibition, usual class: inhibitors; hit rate 0.52% among 330,000;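 also: potency is read from the fitted curve at half-maximal effect; plate controls were no compound for no effect and no enzyme for full effect; nearly all actives have a fitted effect of over 20% in size; some results filed as inactive show a strong effect at the top dose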
#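 20 mM phosphate pH 7.0 + 0.01% (detergent screen) or 0.0001% Triton X-100; 5.3 nM AmpC reagent; cpd preinc 15 min RT; nitrocefin (800 uM stock) to start; A480 q20 s × 4 min; Activity was normalised to no-enzyme and no-compound control wells.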
# * marks the source's active call; other numbers are inactive results; ? = inconclusive; / = no result given; [ ] = dose if it differs, or a comment. Unless noted, calls follow the shape of the dose curve; as a rule, active = well fitted curve in the direction sought with a large enough effect; inconclusive = small, poorly fitted or top-dose-only effect, or another doubt; inactive = no such curve, though single readings can be large; an effect the other way counts as inactive or inconclusive. Unless noted, % is scaled to controls: 0 for no effect and ±100 for the full control effect.
# The opening nine records, ahead of the listing:
# Key to letters: A = AmpC detergent; B = LmPK inh; C = Tb PYK inh; D = Sm TGR inh; E = HCMV inh; F = AMA1 RON2 block; G = AmpC inh no detg
1: CCN1CCN(CCCNC(=O)c2ccc3c(c2)NC(=O)/C(=C\c2cccc(C)c2)S3)CC1
  A: -3.6%	B: -12.4%	C: -1.9%	D: -12.7%	E: ?	F: 0.0%	G: 142.4%[activator]

2: Cc1ccc(S(=O)(=O)CCC(=O)NCc2ccccc2F)cc1
  A: -16.2%	B: /	C: -4.9%	D: 1.0%	E: -12.0	F: 9.0%	G: -11.4%

3: CCOC(=O)c1ccc2nc(NC(=O)c3cccs3)sc2c1
  A: 2.1%	B: ?	C: -3.3%	D: -0.1%	E: 76.8	F: -6.4%	G: -45.7%

4: O=C(Nc1ccccc1)c1ccc(OC(=O)c2cc3ccccc3o2)cc1
  A: ?	B: -0.2%	C: -0.2%	D: -9.4%	E: 174.7	F: -7.8%	G: -5.9%

5: O=C1c2ccccc2CN1Cc1ccccc1
  A: 0.7%	B: -2.4%	C: 3.8%	D: -27.2%	E: 1.9	F: 16.5%	G: -7.9%

6: COC(=O)c1cc(OC)c(OC)cc1N1C(=O)CC(C)(C)CC1=O
  A: -1.0%	B: 4.1%	C: 1.2%	D: 6.0%	E: /	F: -0.8%	G: -4.1%

7: CCOC(=O)c1cccc(NS(=O)(=O)c2c(C)[nH]c(C)c2C(=O)N2CCCC2)c1
  A: -7.7%	B: 5.5%	C: 0.0%	D: -14.2%	E: -24.6	F: -8.6%	G: 8.4%

8: CCOc1ccc(C(=O)OCC(=O)Nc2cc(C)on2)cc1OCC
  A: 7.1%	B: 3.1%	C: -1.4%	D: 7.3%	E: 36.9	F: -5.2%	G: -6.7%

9: Cc1ccc(C)c(SCC(=O)Nc2nnc(-c3ccccc3)o2)c1
  A: -7.2%	B: 4.2%	C: -4.2%	D: 0.0%	E: 13.2	F: 143.9%[activator]	G: -27.4%

# This part in full, from the first entry:
# Key to letters: A = AmpC detergent; B = LmPK inh; C = Tb PYK inh; D = Sm TGR inh; E = HCMV inh; F = AMA1 RON2 block; G = AmpC inh no detg
1: CCN1CCN(CCCNC(=O)c2ccc3c(c2)NC(=O)/C(=C\c2cccc(C)c2)S3)CC1
  A: -3.6%	B: -12.4%	C: -1.9%	D: -12.7%	E: ?	F: 0.0%	G: 142.4%[activator]

2: Cc1ccc(S(=O)(=O)CCC(=O)NCc2ccccc2F)cc1
  A: -16.2%	B: /	C: -4.9%	D: 1.0%	E: -12.0	F: 9.0%	G: -11.4%

3: CCOC(=O)c1ccc2nc(NC(=O)c3cccs3)sc2c1
  A: 2.1%	B: ?	C: -3.3%	D: -0.1%	E: 76.8	F: -6.4%	G: -45.7%

4: O=C(Nc1ccccc1)c1ccc(OC(=O)c2cc3ccccc3o2)cc1
  A: ?	B: -0.2%	C: -0.2%	D: -9.4%	E: 174.7	F: -7.8%	G: -5.9%

5: O=C1c2ccccc2CN1Cc1ccccc1
  A: 0.7%	B: -2.4%	C: 3.8%	D: -27.2%	E: 1.9	F: 16.5%	G: -7.9%

6: COC(=O)c1cc(OC)c(OC)cc1N1C(=O)CC(C)(C)CC1=O
  A: -1.0%	B: 4.1%	C: 1.2%	D: 6.0%	E: /	F: -0.8%	G: -4.1%

7: CCOC(=O)c1cccc(NS(=O)(=O)c2c(C)[nH]c(C)c2C(=O)N2CCCC2)c1
  A: -7.7%	B: 5.5%	C: 0.0%	D: -14.2%	E: -24.6	F: -8.6%	G: 8.4%

8: CCOc1ccc(C(=O)OCC(=O)Nc2cc(C)on2)cc1OCC
  A: 7.1%	B: 3.1%	C: -1.4%	D: 7.3%	E: 36.9	F: -5.2%	G: -6.7%

9: Cc1ccc(C)c(SCC(=O)Nc2nnc(-c3ccccc3)o2)c1
  A: -7.2%	B: 4.2%	C: -4.2%	D: 0.0%	E: 13.2	F: 143.9%[activator]	G: -27.4%

10: O=C(Nc1ccc(Cl)cc1)c1cc(Br)ccc1OCC(=O)N1CCOCC1
  A: -6.4%	B: -9.7%	C: -4.5%	D: 7.0%	E: -9.3	F: -3.7%	G: -8.7%

11: Cc1ccc2c(c1)c1c(c(=O)n(-c3cccc(Cl)c3)c(=O)n1C)n2C
  A: 16.9%	B: /	C: 1.3%	D: 1.0%	E: 34.0	F: /	G: /

12: Cc1nnc(SCc2cc(=O)[nH]c(Nc3nc(C)c4cc(C)c(C)cc4n3)n2)s1
  A: -2.0%	B: 1.1%	C: -21.5%	D: 0.4%	E: ?	F: 10.9%	G: -24.9%

13: CC(C)NC(=O)c1ccc2c3n(nc2c1)-c1ccc(Cl)cc1CO3
  A: -7.7%	B: -3.6%	C: -8.7%	D: 9.3%	E: 44.3	F: -1.3%	G: 16.7%

14: CCN(CC)CCNC(=O)c1cc(S(=O)(=O)N2CCc3ccccc32)cn1C
  A: ?	B: -2.5%	C: -3.9%	D: -17.6%	E: 56.3	F: -1.9%	G: 4.8%

15: CCN1CCN(C(=O)C2CC(c3ccc(F)cc3)=NO2)CC1 (stereo not given)
  A: ?	B: 1.6%	C: -1.8%	D: -9.1%	E: 3.2	F: 9.3%	G: -13.4%

16: COc1ccc(OC)c(S(=O)(=O)N2CCN(C)CC2)c1
  A: ?	B: 0.0%	C: 0.5%	D: 0.0%	E: 11.9	F: -3.1%	G: -9.9%

17: CN1CCN(CCC(=O)N/N=C/c2cc([N+](=O)[O-])ccc2OC(F)F)CC1
  A: -0.3%	B: -9.5%	C: -0.5%	D: -1.5%	E: 55.6	F: 23.0%	G: -2.4%

18: COc1ccc(OC)c(N(CC(=O)NCCc2ccc(OC)c(OC)c2)S(=O)(=O)c2ccccc2)c1
  A: 1.7%	B: 0.3%	C: 0.7%	D: -3.0%	E: -27.4	F: -1.2%	G: 113.6%[activator]

19: CC1(C(=O)NS(=O)(=O)c2ccccc2OC(F)(F)F)CCN1C(=O)c1ccco1 (stereo not given)
  A: /	B: /	C: 3.4%	D: /	E: -9.1	F: 1.5%	G: /

20: CCC(=O)Nc1sc(Cc2ccccc2)c(C)c1C(N)=O
  A: -7.7%	B: 3.8%	C: -0.6%	D: 2.2%	E: -15.1	F: -0.4%	G: 0.0%

21: COc1cccc(/C=C2/C(=O)NN(c3ccc(Br)cc3)C2=O)c1O
  A: 3.5%	B: -4.4%	C: -10.8%	D: ?	E: -14.9	F: -8.5%	G: -37.5%

22: Cc1nc(-c2ccc(F)cc2)c(CC(=O)N(C)CC(=O)Nc2ccc(Cl)c(C(F)(F)F)c2)s1
  A: /	B: /	C: 1.1%	D: /	E: 28.8	F: 23.9%	G: /

23: COc1ccc(C2CC(c3cccs3)=NN2C(=O)CCC(=O)O)cc1 (stereo not given)
  A: ?	B: 7.9%	C: -1.6%	D: -35.3%	E: -10.7	F: 8.9%	G: -16.7%

24: CCOC(=O)C1CCN(C(=O)/C=C/c2cc(OC)c(OC)c(OC)c2)CC1
  A: -8.0%	B: -2.7%	C: 0.8%	D: -11.7%	E: -5.2	F: -4.9%	G: -8.9%

25: CC(=O)Nc1ccc(S(=O)(=O)N2CCC(NC(=O)C(Cc3cccn3C)NC(C)=O)CC2)cc1 (stereo not given)
  A: -12.2%	B: 0.9%	C: ?	D: -32.8%	E: 15.4	F: 3.5%	G: 16.0%

# Key to letters: A = AmpC detergent; B = LmPK inh; C = Tb PYK inh; D = Sm TGR inh; E = HCMV inh; F = AMA1 RON2 block; G = AmpC inh no detg
26: O=C(OC1CCCCC1=O)c1cc(S(=O)(=O)N2CCOCC2)ccc1F (stereo not given)
  A: -10.9%	B: -5.8%	C: 3.3%	D: -1.4%	E: -4.6	F: 4.8%	G: 7.6%

27: O=C(CCn1c2c(c3ccccc31)CCCC2)NNC(=O)c1ccc(Cl)c([N+](=O)[O-])c1
  A: -4.5%	B: 4.4%	C: 3.4%	D: -8.9%	E: -29.1	F: 55.4%[activator]	G: -42.5%

28: O=[N+]([O-])c1ccc(N2CCN(C(=S)Nc3cccc(F)c3)CC2)cc1
  A: ?	B: 1.1%	C: -1.7%	D: 26.6%	E: -16.9	F: -11.7%	G: -38.1%

29: COc1cccc(CCNC(=O)CC2C(=O)NCCN2Cc2ccc(C)o2)c1 (stereo not given)
  A: 4.6%	B: 14.3%	C: 7.2%	D: 50.1µM*	E: 0.0	F: 14.3%	G: 52.2%

30: O=C(c1cccc2ccccc12)N1CCN(CC2CC=CCC2)CC1 (stereo not given)
  A: 2.3%	B: 4.2%	C: -11.7%	D: 8.3%	E: 41.8	F: -17.6%	G: 44.7%

31: COc1ccc(S(=O)(=O)Nc2cccc3c2O[C@H](CN(C)S(=O)(=O)c2ccc(Cl)cc2)[C@H](C)CN([C@H](C)CO)C3=O)cc1
  A: /	B: /	C: -2.1%	D: /	E: 65.9	F: -7.4%	G: 215.2%[activator]

32: CCN1CCCC1CNC(=O)CSc1cc(=O)n(C)c2cc(Cl)ccc12 (stereo not given)
  A: -1.8%	B: -0.1%	C: -1.0%	D: -4.8%	E: 70.5	F: -13.7%	G: 17.5%

33: CO/N=C/NC(=O)c1ccc([N+](=O)[O-])c(CS(=O)(=O)c2ccc(Cl)cc2)c1
  A: -12.4%	B: -1.7%	C: -8.8%	D: 3.3%	E: 22.9	F: 6.4%	G: -5.4%

# Entries 32–33, quoted:
# Key to letters: A = AmpC detergent; B = LmPK inh; C = Tb PYK inh; D = Sm TGR inh; E = HCMV inh; F = AMA1 RON2 block; G = AmpC inh no detg
32: CCN1CCCC1CNC(=O)CSc1cc(=O)n(C)c2cc(Cl)ccc12 (stereo not given)
  A: -1.8%	B: -0.1%	C: -1.0%	D: -4.8%	E: 70.5	F: -13.7%	G: 17.5%

33: CO/N=C/NC(=O)c1ccc([N+](=O)[O-])c(CS(=O)(=O)c2ccc(Cl)cc2)c1
  A: -12.4%	B: -1.7%	C: -8.8%	D: 3.3%	E: 22.9	F: 6.4%	G: -5.4%

# Not a hit list. About 7.4% of those tested had a hit in this group.
